ROC1-CUL1 inh = inhibitors of human ROC1-CUL1 ubiquitin ligase activity | E3 ubiquitin-protein ligase RBX1 (Homo sapiens) + Cullin-1 (Homo sapiens), P62877+Q13616 | hit rate 0.6% among 140,000 | inhibition, % at 10 µM | AID 1347404, 2020 | in vitro K48 di-Ub FRET, acceptor:donor ratio, 45 min; in the data active means inhibition above about 25%
Target sequence (P62877 whole entry, looked up): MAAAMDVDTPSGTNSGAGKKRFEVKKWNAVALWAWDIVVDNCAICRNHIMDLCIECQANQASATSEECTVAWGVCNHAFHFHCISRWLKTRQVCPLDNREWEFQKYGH
Target sequence (Q13616 whole entry, looked up): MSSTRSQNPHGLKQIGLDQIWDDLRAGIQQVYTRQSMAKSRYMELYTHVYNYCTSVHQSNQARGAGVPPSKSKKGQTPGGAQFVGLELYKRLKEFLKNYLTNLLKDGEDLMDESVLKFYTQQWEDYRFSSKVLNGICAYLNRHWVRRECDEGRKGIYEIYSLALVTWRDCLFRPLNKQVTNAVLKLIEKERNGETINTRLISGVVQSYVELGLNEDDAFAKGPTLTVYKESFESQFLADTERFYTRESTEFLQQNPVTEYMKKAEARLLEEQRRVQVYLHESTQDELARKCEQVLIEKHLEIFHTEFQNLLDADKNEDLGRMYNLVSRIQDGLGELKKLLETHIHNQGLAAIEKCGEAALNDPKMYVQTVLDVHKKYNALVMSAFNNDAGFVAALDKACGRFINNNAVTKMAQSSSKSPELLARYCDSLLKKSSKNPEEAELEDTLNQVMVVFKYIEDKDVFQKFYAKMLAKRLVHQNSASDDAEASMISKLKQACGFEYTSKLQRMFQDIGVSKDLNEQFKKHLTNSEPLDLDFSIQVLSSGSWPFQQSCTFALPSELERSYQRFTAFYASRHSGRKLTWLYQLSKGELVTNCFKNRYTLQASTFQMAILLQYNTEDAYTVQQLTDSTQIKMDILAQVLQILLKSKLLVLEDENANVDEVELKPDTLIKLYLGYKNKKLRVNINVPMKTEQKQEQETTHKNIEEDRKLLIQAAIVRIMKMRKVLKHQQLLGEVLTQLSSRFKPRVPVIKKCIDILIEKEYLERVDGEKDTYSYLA
Active calls of the source: *; & = joins results of further samples. An excerpt, so the mix of outcomes need not match the whole.

SMILES	ROC1-CUL1 inh
CC(C)C1Cc2c(sc3c2c(=O)n(-c2ccccc2)c2nnc(SCc4ccccc4)n32)CO1 (stereo not given)	3.8
COc1ccc(-c2oc(=O)c3ccccc3c2Br)cc1	-2.0
COc1ccc(F)cc1S(=O)(=O)N1CCC(C(=O)NC(C)C)CC1	-4.3
CC(=O)c1ccc(NS(=O)(=O)c2ccc3c(c2)NC(=O)CCS3)cc1	0.3
OCC#Cc1ccc(CN2C[C@H](O)[C@@H](N3CCN(c4ccccn4)CC3)C2)s1	-4.6
O=C(Nc1ccccc1)NC1CCCCC1NC(=O)Nc1ccccc1 (stereo not given)	-2.5
COc1ccc(NC(=O)CCCc2nnc3n(C(C)C)c(=O)c4sccc4n23)cc1Cl	-0.5
C=C(C)Cn1c(SCC(=O)Nc2cccc(Cl)c2)nc2sc3c(c2c1=O)CCCC3	-8.1&3.7
COC(=O)c1ccc(NC(=O)C2C3C=CC(C4CC34)C2C(=O)O)cc1 (stereo not given)	-0.6
COc1ccc(-c2cc(-c3ccccc3)nc(SCC(=O)Nc3ccccc3F)c2C#N)cc1	-12.3
COc1ccc(C2CC(c3ccccc3)=Nc3nc(NC(=O)/C=C/c4ccccc4Cl)nn32)cc1 (stereo not given)	1.7
CCCN(CCC)S(=O)(=O)c1ccc2c(c1)N(CC(=O)NCc1ccc(F)cc1Cl)C(=O)CS2	3.0
COc1ccccc1C1(CC(=O)N2CCC(C(O)c3cccs3)CC2)CC(=O)N(C)C1=O (stereo not given)	-2.3
N=C1/C(=C/c2cn(Cc3ccc4c(c3)OCO4)c3ccccc23)C(=O)N=C2SC(Cc3ccccc3)=NN12	3.7
CCCCOc1ccccc1/C=C1\C(=O)Nc2ccc(Br)cc21	-1.5

Copied from the list:
ROC1-CUL1 inh, OCC#Cc1ccc(CN2C[C@H](O)[C@@H](N3CCN(c4ccccn4)CC3)C2)s1 reads -4.6
ROC1-CUL1 inh, COC(=O)c1ccc(NC(=O)C2C3C=CC(C4CC34)C2C(=O)O)cc1 (stereo not given) reads -0.6

Later entries.
SMILES	ROC1-CUL1 inh
COC(=O)CCS(=O)(=O)[C@@H](Cc1ccccc1)N1C(=O)c2ccccc2C1=O	-9.1
COc1cc(OC)cc(C(=O)NC(=S)Nc2nc(-c3ccc(Cl)cc3)cs2)c1	4.7
Cc1cc(CN2CCC(CCC(=O)NC3CC3)CC2)n[nH]1	-1.9
C(#Cc1ccc(-c2nc(-c3ccc(C#Cc4ccccc4)cc3)c(-c3ccc(C#Cc4ccccc4)cc3)[nH]2)cc1)c1ccccc1	-12.1
CCOc1cc(C(=O)OCc2cc(=O)n3nc(C4CC4)sc3n2)cc(OCC)c1OCC	1.2
CCOc1ccc(NC(=O)OC(CN(CC)CC)CN(CC)CC)c([N+](=O)[O-])c1	3.6
CC(=O)NC12NC(=O)C3(O)C4C5CC(C6C5C3C61)C42 (stereo not given)	-0.4
CCOc1ccccc1Nc1nc2ccccc2c2nncn12	6.6
CC1=Nc2nc(NCc3ccc(F)cc3)nn2C(=O)C1	2.1
Cc1cccc(NC(=O)CSc2nc3c([nH]c4ccccc43)c(=O)n2C)c1C	-6.8
O=[N+]([O-])c1ccccc1C=Nc1ccc(Nc2ccccc2)cc1	3.9
COc1ccc2cc(-c3[nH]ncc3CN3CCNC(=O)C3(C)C)ccc2c1	5.3
COC(=O)c1sc(=Nc2c(C)n(C)n(-c3ccccc3)c2=O)n(Cc2ccco2)c1C	17.3
CSc1ccc(CNC(=O)Cn2nnnc2CN2CCCCCC2)cc1	-9.9
Cc1ccc(NC(=O)Cn2c(=O)n(CCCCC(=O)NCCc3ccccc3)c(=O)c3ccccc32)cc1	-3.7
Cc1ccc(N2C(=O)CS(=O)(=O)[C@@]23C(=O)N(Cc2cccc(F)c2)c2ccccc23)cc1Cl	-3.5
CCCc1c(C(=O)Nc2ccc(C)cc2C)nnn1-c1ccccc1	6.6
COc1ccc(N2CCN(C(=O)c3cn(C4CCCCC4)c(=O)c4c3c3ccccc3n4C)CC2)cc1	-5.2
CC1(C)CC2CC(C)(CN2C(=O)CN2C(=O)c3ccccc3C2=O)C1 (stereo not given)	3.4
CCOC(=O)CC(NC(=O)Cn1nnc(-c2ccccc2C)n1)c1ccc(OC)cc1 (stereo not given)	-2.0
O=C(O)c1ccc(-c2ccc(CC3=NC(=O)N(c4ccc(Cl)cc4)C3=O)o2)cc1	1.2
Cc1cccc(C)c1NC(=O)CN1C(=O)S/C(=C/c2cc(Cl)ccc2O)C1=O	-2.2
c1cc(CCNc2nc3nonc3nc2NC2CC2)ccn1	3.3
COCC1CCN(Cc2nc(-c3cccc(Cl)c3)no2)C1 (stereo not given)	-5.0
COC(=O)C1=Cc2ccccc2OC=C1	-8.8
CCc1cccc(NS(=O)(=O)c2ccc3c(c2)n(C)c(=O)c(=O)n3C)c1	-2.3
Cc1nccn1-c1ccc(NC(=O)C2CCCN2Cc2cnc[nH]2)cc1 (stereo not given)	-2.9
N#Cc1ccccc1COc1ccc(/C=C/C(=O)O)cc1	4.3
O=C1OC(c2ccc([N+](=O)[O-])cc2)=N/C1=C/c1ccc(OCc2ccccc2)cc1	-2.4
CCSc1nnc2c(n1)OC(c1cc(Cl)cc(Br)c1OC(=O)CC)N(C(=O)CC)c1ccccc1-2 (stereo not given)	0.3
CN(CCOC(=O)c1ccc2c(c1)OCO2)C(C)(C)C	-7.2
Cc1ccc(OCCSc2nc3ccc(NC(=O)c4ccco4)cc3s2)cc1	-9.9
O=C(C1COc2ccccc2O1)N(Cc1cccnc1)c1nc2ccc(F)cc2s1 (stereo not given)	-0.9
Cc1ccc(C(=O)CCC(=O)Nc2ccc(C)cc2C)cc1	1.7
COc1ccc(NC(=O)CN2C(=O)CCc3cc(S(=O)(=O)N4CCOCC4)ccc32)cc1Cl	3.3
O=C(C1=C(c2ccccc2)OC(c2ccccc2)N(c2ccccc2)C1=O)c1ccccc1 (stereo not given)	-10.6
CN(C)c1ccc(CNS(=O)(=O)c2csc(C(N)=O)c2)cc1	-0.1
Cc1cn2c(=O)cc(COC(=O)C(C)Oc3ccccc3)nc2s1 (stereo not given)	-1.5
CCN1CCN(C(=O)CCC2CCN(C(=O)C3=C(C)OCCO3)CC2)CC1	-4.9
CCOC(=O)N1CCN(Cc2nc3cc(NC(=O)c4ccc(F)cc4)ccc3n2C(C)C)CC1	3.9
Cc1c(Cl)ccc2sc(NC(=O)c3ccc(S(=O)(=O)N4CCCC4)cc3)nc12	6.9
COc1ccc(C2C3=C(CCCC3=O)N=C(C)C2C(=O)Nc2ncccc2C)cc1COc1cccc(Cl)c1Cl (stereo not given)	13.1
CCOC(=O)C1(Cc2ccccc2)CCCN(Cc2cccnc2)C1 (stereo not given)	-9.1
COc1ccc(CC2(CCC(=O)NCc3cccc(C(F)(F)F)c3)CCC(=O)N2)cc1OC (stereo not given)	2.6
Cc1ccc(S(=O)(=O)NC2CC3CCC2C3)cc1 (stereo not given)	-0.1
CCn1c(O)c(N=NC(=O)Cc2ccc(Cl)cc2)c2ccccc21	-4.5
CSc1ccc(CC2(CCC(=O)NCc3nc(-c4ccccc4)cs3)CCC(=O)N2)cc1 (stereo not given)	4.6
COc1ccc(C2CC(=O)c3cnc4c(-c5ccccc5)c(C)nn4c3C2)c(OC)c1 (stereo not given)	-8.4
Cn1c(CNC(=O)CSc2nc(-c3cccc(Cl)c3)nc3cc(=O)[nH]n23)nc2ccccc21	-1.2
Cc1ccc(N2C(=O)CCSC23C(=O)N(Cc2ccc(F)cc2)c2ccccc23)cc1 (stereo not given)	-8.0
O=S(=O)(c1ccc(-c2ccccc2)cc1)N1CCSC1c1ccco1 (stereo not given)	6.3
Cc1ccc(C)c(-n2c3nc(=O)[nH]c(=O)c-3cc3c(C)nn(-c4ccccc4)c32)c1	-3.5
Cc1ccc(-n2c(C)cc(/C=N/NC(=O)CN(c3cccc(C)c3)S(C)(=O)=O)c2C)cc1	-7.6
CCc1ccccc1NC(=O)Cc1c(Cl)cccc1Cl	2.6
O=S(=O)(Cc1cccc(Cl)c1)N1CCN(Cc2ccccc2)CC1	-3.4
Cc1cccc(N2CCC(NC(=O)C3CCC(=O)N(CCCN4CCOCC4)C3)CC2)c1 (stereo not given)	10.6
CO[C@H]1[C@H](NC(=O)c2ccsc2)c2ccccc2C12CCN(Cc1ccccc1C)CC2	-0.9
CC(C)C1=Nc2cccc3cccc(c23)N1	1.1
CCOC(=O)c1ccc(NC(=O)CC2C(=O)N(CC)C(=S)N2NC(=O)c2cccc(OC)c2)cc1 (stereo not given)	5.8
C=CCn1c(SCC(=O)Nc2ccc(OC)cc2)nc2sc3c(c2c1=O)CCC3	4.3

In the list so far, three have a nitro group on carbon:
SMILES	ROC1-CUL1 inh
CCOc1ccc(NC(=O)OC(CN(CC)CC)CN(CC)CC)c([N+](=O)[O-])c1	3.6
O=[N+]([O-])c1ccccc1C=Nc1ccc(Nc2ccccc2)cc1	3.9
O=C1OC(c2ccc([N+](=O)[O-])cc2)=N/C1=C/c1ccc(OCc2ccccc2)cc1	-2.4

(further entries)
SMILES	ROC1-CUL1 inh
O=C(c1coc(CN2CCN(c3ncccn3)CC2)n1)N1CCN(C2CCCC2)C(=O)C1	-0.2
O=C(NC1CCCCC1)c1cc2cc(Cl)cc(Cl)c2oc1=O	-4.3
CCNCc1cccc(Oc2nnnn2-c2ccccc2)c1	-2.9
CCN(CC)c1ccc(NC(=O)COCc2cc(-c3ccc4c(c3)OCO4)on2)c(C)c1	-4.1
O=C(CSc1nc(-c2ccc(F)cc2)cc(C(F)(F)F)n1)NCc1cccnc1	-5.7
c1ccc2c(c1)NCC1COc3c(ccc4c3OCCO4)C1N2 (stereo not given)	-0.6
COC(=O)C(NC(=O)c1ccc(Cl)cc1)(Nc1nc2ccccc2s1)C(F)(F)F (stereo not given)	12.4
O=C(NCCc1ccc(Cl)cc1)C(=O)NCC(c1ccco1)S(=O)(=O)c1ccccc1 (stereo not given)	-0.5
O=C(COc1ccc(F)cc1)OCc1cc(=O)n2nc(C3CC3)sc2n1	-3.8
COc1cc(S(=O)(=O)N(C)C)ccc1I	-1.1
COc1ccc(C(=O)NC(=S)Nc2ccc(S(=O)(=O)N3CCCC3)cc2)cc1Br	5.9
CCN(CC)CCNC(=O)c1ccc(-c2nc(CS(=O)(=O)c3ccc(C)cc3)c(C)o2)cc1	-3.6
Cc1ccc(Cn2ccn(Cc3ccc(C)cc3)c(=O)c2=O)cc1	-6.4
COc1ccc(Cn2c(C(=O)O)c(CNC3CCCCC3)c3ccc(C)cc32)cc1	-7.7
COc1ccc(C(c2c(-c3ccc(C)cc3)[nH]c3ccccc23)c2c(-c3ccc(C)cc3)[nH]c3ccccc23)cc1OC	-1.3
CCc1nnc(SC(CC)C(=O)Nc2cc(C)ccc2C)c2cc3occc3n12 (stereo not given)	2.3
CCn1nc(C)c(CCN(C)C(=O)Nc2cc(C)cc(C)c2)c1C	4.3
COc1cc(OC)c2c(C)c(CC(=O)N3CCCCC3)c(=O)oc2c1	-0.3
O=C(C1CCCN(S(=O)(=O)c2ccc(Br)s2)C1)N1CCN(c2cccc(Cl)c2)CC1 (stereo not given)	-3.6
Cc1ccc(-c2cc(C(=O)N/N=C/c3cccnc3)n[nH]2)o1	4.3
CCC1CCc2c(sc3[nH]c(=S)n(-c4ccccc4)c(=O)c23)C1 (stereo not given)	2.5
CNS(=O)(=O)c1ccc(C)c(S(=O)(=O)NC)c1	7.1
Cc1ccc(N2CCN(S(=O)(=O)N(C)C)CC2)cc1Cl	14.8
Nc1nc(N2CCC(C3CCN(Cc4cccnc4)CC3)C2)ncc1F (stereo not given)	-3.6
COCCN1C(=O)NC(Cc2cccc(F)c2)(C2CCN(C(=O)c3cccc(C)c3C)CC2)C1=O (stereo not given)	5.7
O=C(Nc1ccn(Cc2ccccc2Cl)n1)C(c1ccccc1)c1ccccc1	-9.6
Cc1cc(N2CCC(C)CC2)nc2ccc(NC(=O)Cc3ccccc3Br)cc12	-0.3
CSc1nc(SC)c2cnn(-c3ccccc3)c2n1	5.9
Cc1ccc(OCCn2nnc3sc4c(c3c2=O)CCC(C)C4)cc1 (stereo not given)	-1.1
COc1ccc(/C=C/c2onc(C)c2S(=O)(=O)N2CCC(C(=O)N3CCC(C)CC3)CC2)cc1	3.1

Random excerpt: five compounds from above
SMILES	ROC1-CUL1 inh
Cc1ccc(-c2cc(C(=O)N/N=C/c3cccnc3)n[nH]2)o1	4.3
CCc1nnc(SC(CC)C(=O)Nc2cc(C)ccc2C)c2cc3occc3n12 (stereo not given)	2.3
COCCN1C(=O)NC(Cc2cccc(F)c2)(C2CCN(C(=O)c3cccc(C)c3C)CC2)C1=O (stereo not given)	5.7
CCn1nc(C)c(CCN(C)C(=O)Nc2cc(C)cc(C)c2)c1C	4.3
COc1cc(OC)c2c(C)c(CC(=O)N3CCCCC3)c(=O)oc2c1	-0.3

More records.
SMILES	ROC1-CUL1 inh
COc1cccc(N2CCN(C(=O)Cn3ncc4c3-c3ccccc3OC4)CC2)c1	9.7
COc1ccc(N(C)C(=O)c2cc3c(s2)-c2ccccc2OC3)cc1	-3.5
COc1cccc(C(=O)N2CCN(Cc3ccco3)CC2)c1	2.0
O=C(c1ccccc1OC1CCN(Cc2ccccn2)CC1)N1CCCCO1	-5.3
COc1ccc(C23OCOC2OCO3)cc1 (stereo not given)	-2.6
O=C(CSc1ncnc2sc3c(c12)CCC3)Nc1ccccc1	11.5
COc1ccc(-c2ccc3c(N)c(C(=O)Nc4ccc(Br)cc4)sc3n2)cc1	-10.6
Cc1cccc(NC(=O)C(=O)NCC(c2cccnc2)N2CCc3ccccc3C2)c1C (stereo not given)	4.6
O=c1[nH]ncc(Sc2ccc(Cl)cc2)c1Cl	-3.6
O=C1NC(=S)N(c2ccc(Cl)cc2)C(=O)/C1=C/c1cc(-c2ccccc2)n(-c2ccccc2)c1-c1ccccc1	8.4
NS(=O)(=O)c1ccc(N=CCC(=O)c2ccc3ccccc3c2)cc1	-2.7
Nc1cc(N)nc(SCC(=O)NC2CCCCC2)n1	-3.1
c1ccc2sc(Nc3nc4ncccc4[nH]3)nc2c1	-2.1
Cc1ccc(NC(=O)N2CCN3CCCCC3C2)cc1F (stereo not given)	-0.9
O=C(Cc1cccc2ccccc12)N/N=C/c1ccc(Oc2ccc([N+](=O)[O-])cn2)cc1	-4.1
CCOc1cc2c(cc1CC1=NC(=O)N(CC(=O)Nc3ccc(Cl)cc3)C1=O)OCO2	-6.3

From PubChem
